High-throughput results as filed in PubChem BioAssay.
Insulin prom inh: TRM-6 insulin promoter activity inhibition; TRM-6 cells (human fetal islet line), insulin promoter-eGFP reporter, imaging; reporter expression induced with tamoxifen; inhibition, % at 2 µM; 130,000 tested, 0.9% active;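 active means inhibition above the mean plus 3 SD, with well images judged a real hit on visual review, cut at about 60% in these data, passing the limit was not always enough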
SDO1 yeast rescue: compounds rescuing growth of sdo1-depleted yeast, bone marrow failure model; 140,000 tested, 0.21% active; z-score at 10 µM; S. cerevisiae sdo1-depleted JHY4D growth rescue, OD600 30 h; active compounds read high; pdr5 snq2 efflux-pump mutant strain;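 active means z-score above 3 at both the 24 hr and the 30 hr optical density reads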;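 further: z-score against mean and SD of all compound wells on the same plate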
SDO1 yeast rescue Rescue 24 h: recorded beside SDO1 yeast rescue, whose call it bears; z-score; S. cerevisiae sdo1-depleted JHY4D growth rescue, OD600; measured here: growth rescue at 24 h;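 0 is the plate mean of compound wells and units are plate SD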
Numbers without * were called inactive; i = inactive; · = not tested or not shown.

Start of the listing, in advance, 18 compounds:
SMILES	Insulin prom inh	SDO1 yeast rescue	SDO1 yeast rescue Rescue 24 h
Cc1cccc(NC(=O)CN(c2ccc(C(C)C)cc2)S(=O)(=O)c2c(C)nn(C)c2C)n1	·	-0.21	1.1
O=C(N/C(=C\c1ccc(Br)cc1)C(=O)N1CCCC1)c1ccccc1F	-43	·	·
NC(=O)c1cccc2c3c([nH]c12)CCCC3	-15	-0.04	-0.15
CCOC(=O)c1cnn(-c2ccccc2)c1-n1cccc1C(=O)C(=O)Nc1ccccc1	-41	-1.7	-0.65
CCOC(=O)c1c(C)[nH]c(C(=O)N/N=C/c2ccc(Br)cc2)c1C	·	-1.2	-0.56
O=S(=O)(NCC1CCCO1)c1ccc(S(=O)(=O)N(Cc2ccc(F)cc2)C2CCCCC2)cc1 (stereo not given)	-162	·	·
COc1ccc(-n2c(C(C)n3nc(C)c([N+](=O)[O-])c3C)n[nH]c2=S)cc1 (stereo not given)	i	0.45	0.7
CC(=O)Nc1ccc(S(=O)(=O)Nc2nnc(CC(C)(C)C)s2)cc1	-33	·	·
CC(C)COc1cccc(C(=O)NC(=S)NCc2cccnc2)c1	·	0.24	0.44
CCC(C)C(=O)Nc1ccc(OC)cc1OC (stereo not given)	22	0.16	0.61
COC(=O)c1c(-c2ccc(Br)cc2)noc1N	39	1.6	1.1
C=CCN=Cc1sc2ccc(OCC)cc2c1O	·	-0.12	-0.67
CCC(=O)N1N=C(c2ccc(C)o2)CC1c1ccc(N(C)C)cc1 (stereo not given)	-129	·	·
COC(=O)[C@@H]1[C@@H](C#N)C2(c3ccccc3-c3ccccc32)N(c2ccc(Cl)cc2)N1C#N	-44	-2.1	-1.5
O=C(CN1C(=O)C2C3C=CC(C3)C2C1=O)NC1CCCc2ccccc21 (stereo not given)	-36	-0.21	-0.46
CC(C)(C)OC(=O)N1CCN(C(=O)Nc2ccc3c(c2)OCCO3)CC1	22	·	·
CCC1CN(C(=O)Nc2ccc(C)cc2)c2cc(C)ccc2O1 (stereo not given)	48	·	·
CC1(C)S[C@@H]2[C@H](NC(=O)C(C(=O)O)c3ccccc3)C(=O)N2[C@H]1C(=O)O (stereo not given in full)	-26	-0.55	0.26

This part in full, repeating the preview:
SMILES	Insulin prom inh	SDO1 yeast rescue	SDO1 yeast rescue Rescue 24 h
Cc1cccc(NC(=O)CN(c2ccc(C(C)C)cc2)S(=O)(=O)c2c(C)nn(C)c2C)n1	·	-0.21	1.1
O=C(N/C(=C\c1ccc(Br)cc1)C(=O)N1CCCC1)c1ccccc1F	-43	·	·
NC(=O)c1cccc2c3c([nH]c12)CCCC3	-15	-0.04	-0.15
CCOC(=O)c1cnn(-c2ccccc2)c1-n1cccc1C(=O)C(=O)Nc1ccccc1	-41	-1.7	-0.65
CCOC(=O)c1c(C)[nH]c(C(=O)N/N=C/c2ccc(Br)cc2)c1C	·	-1.2	-0.56
O=S(=O)(NCC1CCCO1)c1ccc(S(=O)(=O)N(Cc2ccc(F)cc2)C2CCCCC2)cc1 (stereo not given)	-162	·	·
COc1ccc(-n2c(C(C)n3nc(C)c([N+](=O)[O-])c3C)n[nH]c2=S)cc1 (stereo not given)	i	0.45	0.7
CC(=O)Nc1ccc(S(=O)(=O)Nc2nnc(CC(C)(C)C)s2)cc1	-33	·	·
CC(C)COc1cccc(C(=O)NC(=S)NCc2cccnc2)c1	·	0.24	0.44
CCC(C)C(=O)Nc1ccc(OC)cc1OC (stereo not given)	22	0.16	0.61
COC(=O)c1c(-c2ccc(Br)cc2)noc1N	39	1.6	1.1
C=CCN=Cc1sc2ccc(OCC)cc2c1O	·	-0.12	-0.67
CCC(=O)N1N=C(c2ccc(C)o2)CC1c1ccc(N(C)C)cc1 (stereo not given)	-129	·	·
COC(=O)[C@@H]1[C@@H](C#N)C2(c3ccccc3-c3ccccc32)N(c2ccc(Cl)cc2)N1C#N	-44	-2.1	-1.5
O=C(CN1C(=O)C2C3C=CC(C3)C2C1=O)NC1CCCc2ccccc21 (stereo not given)	-36	-0.21	-0.46
CC(C)(C)OC(=O)N1CCN(C(=O)Nc2ccc3c(c2)OCCO3)CC1	22	·	·
CCC1CN(C(=O)Nc2ccc(C)cc2)c2cc(C)ccc2O1 (stereo not given)	48	·	·
CC1(C)S[C@@H]2[C@H](NC(=O)C(C(=O)O)c3ccccc3)C(=O)N2[C@H]1C(=O)O (stereo not given in full)	-26	-0.55	0.26
CCCCn1c(SCC(=O)N2c3ccccc3CCc3ccccc32)nc2c1c(=O)n(C)c(=O)n2C	47	-0.79	-1.1
Cc1nnc(SCCn2c(N3CCCCC3)nc3c2c(=O)[nH]c(=O)n3C)s1	-14	0.57	-0.36
CCC(C)OC(=O)C(C)Oc1ccc(-c2ccccc2)cc1 (stereo not given)	-41	1.4	1.4
COCCCNC(=O)CSc1nc2sc(C(=O)OC)c(C)c2c(=O)n1N	-6	·	·
COc1ccc2nc(NC(=O)c3ccc(-n4nc(C)cc4C)cc3)sc2c1	-15	-0.16	0.74
Cc1cccc(N(C)S(=O)(=O)c2ccc3[nH]cc(C(=O)N4CCOCC4)c(=O)c3c2)c1	·	1.5	2
CC(=O)CSc1nnc(CSc2ncccn2)n1C1CCCCC1	65	-0.7	-0.98
CC1CCN(c2ccc(C(=O)O)cc2NS(=O)(=O)c2ccc(Br)cc2)CC1	17	0.14	1.7
O=C(NCC1CCCO1)c1nnc(Cc2ccc(F)cc2)o1 (stereo not given)	-30	1.1	-0.42
COc1ccc2[nH]c(=O)c(CN(Cc3ccc4c(c3)OCO4)C(C)=O)cc2c1	6	0.64	-0.37
CSc1nncn1/N=C/c1ccc2c(c1)OCO2	9	0.16	-0.65
C/C(=N\O)C(=O)NCCN1CCCCC1	19	0.47	0.1
CN1CCN(c2ccc(NC(=O)c3ccc(-c4ccc(Br)cc4)o3)cc2)CC1	26	·	·
CCOC(=O)N1CCN(C(=S)Nc2ccccc2C)CC1	45	0.22	-0.26
CC(=O)NNC1=Nc2ccccc2N(C)C(C)C1 (stereo not given)	·	-0.35	-0.74
CCC(CC)c1nnc(NC(=O)c2ccc(S(=O)(=O)N3CCc4ccccc4C3)cc2)s1	-69	2.5	4.2
COc1ccc(C(=O)/C=C/c2ccccc2C(F)(F)F)cc1	·	-1.4	-1.5
CC(C)NC(=O)/C=C/C(=O)O	7	·	·
CCOC(=O)c1c(NC2OC(=O)c3c2ccc(OC)c3OC)sc(C(=O)OC(C)(C)C)c1C (stereo not given)	·	-0.3	-0.03
Cn1c(NC(=O)c2ccccc2)cc(=O)n(C)c1=O	·	1.4	1.7
COCCn1c(=N)c(C(=O)NCCc2ccc(OC)cc2)cc2c(=O)n3cccc(C)c3nc21	3	0.36	0.17
CSc1cc(C)n(-c2ccc(Cl)cc2)c(=S)c1C(C)=O	-21	11*	5.1*

In the list so far, these have a Cl atom:
SMILES	Insulin prom inh	SDO1 yeast rescue	SDO1 yeast rescue Rescue 24 h
COC(=O)[C@@H]1[C@@H](C#N)C2(c3ccccc3-c3ccccc32)N(c2ccc(Cl)cc2)N1C#N	-44	-2.1	-1.5
CSc1cc(C)n(-c2ccc(Cl)cc2)c(=S)c1C(C)=O	-21	11*	5.1*

New compounds follow:
SMILES	Insulin prom inh	SDO1 yeast rescue	SDO1 yeast rescue Rescue 24 h
Cc1cccc(OCC(=O)Nc2ccccc2N2CCN(C(=O)C(C)C)CC2)c1C	-21	-1.1	-1.1
Cc1ccc(NC(=O)c2cc3ccccc3o2)cc1S(=O)(=O)N(C)C	-35	-1.3	-1.4
COc1ccc(NC(=O)C2(c3ccc(NC(=O)c4ccc(OC)c(OC)c4)cc3)CCCC2)cc1	32	-0.36	0.51
C=CCn1c(COc2ccccc2)nnc1SCC(=O)Nc1ccc2c(c1)OCCO2	-92	-0.73	-0.69
C=CCN1C(c2ccc(Br)cc2)=CS/C1=C(/C#N)c1nnc(N2CCOCC2)n1-c1ccccc1	-39	-0.44	-0.44
Cc1nn(-c2ccc([N+](=O)[O-])cc2)c2c1C(c1cccc(Br)c1)N1C(=N2)C(=O)Nc2ccccc21 (stereo not given)	37	0.93	2.4
Cc1cc(C)nc(NS(=O)(=O)c2ccc(N/C=C/C(=O)c3ccc(Cl)c(Cl)c3)cc2)n1	32	-0.51	0.37
Cn1c(=O)c(C(=O)Nc2ncccc2O)c(O)c2ccccc21	4	-1.7	-1.4
COc1ccc(NC(=O)c2cccs2)cc1	-225	1.2	0.89
COc1ccc2c(CC(=O)Nc3ncc(C)s3)coc2c1	-48	·	·
CCn1c(CC(C)C)n[nH]c1=S	7	0.44	-0.11
CC(=O)c1c(C)nc2ccc(C)cc2c1-c1ccccc1	9	·	·
CCOc1ccc(OCCCCN2CCCC2)cc1	-6	1.7	3.3
CN(C)c1ccc(/C=N/NC(=O)CN(c2cccc(Cl)c2)S(C)(=O)=O)cc1Br	-10	1.4	1.7
Cc1nn(Cc2ccccc2)c(Cl)c1/C=C/C(=O)OC(C)C(=O)N1CCCC1 (stereo not given)	-75	·	·
CC1CC(N(C(=O)c2ccco2)c2ccccc2)c2ccccc2N1 (stereo not given)	·	-1	-1.2
COCC(C)n1c(COc2ccccc2F)nnc1SCc1c(C)noc1C (stereo not given)	0	-0.66	-0.52
NC(=S)N/N=C/c1coc2cc(Cl)ccc2c1=O	·	-1.2	-1.2

Not all compounds are listed; the hit share may differ from the screen's.
